Screening data: PubChem BioAssay, several laboratories
BoNT-F LC inh = BoNT F light chain protease inhibition; 0.22% of 360,000 active; Multiplex microsphere protease cleavage assay, flow cytometry; inhibition, % at 10 µM; AID 588497; in the data active = inhibition above about 35%, passing the limit was not always enough; inconclusive = no clear call, values can overlap the other calls; note: plate controls were buffer without enzyme for full effect and enzyme alone for no effect
CCHFV vOTU inh = blocks the CCHF virus ovarian tumor domain protease; inhibition, % at 11.5 µM; 0.55% of 370,000 active; AID 651958; CCHFV vOTU protease, Pep-AMC fluorescence; note: 0% = vehicle wells with enzyme and 100% = no enzyme wells
FadD28 binding = M. tuberculosis FadD28 bisubstrate binding inhibition. FadD28 bisubstrate probe binding, fluorescence polarization. inhibition, % at 12.5 µM. 0.22% of 360,000 active; in the data active = inhibition above about 8.5%, passing the limit was not always enough; inconclusive = no clear call, values can overlap the other calls
Mtb UGM inh = Mtb UDP-galactopyranose mutase inhibition; P9WIQ1; purified UGM, fluorescence polarization probe displacement; inhibition, % at 10 µM; 0.06% of 320,000 active; AID 504406; in the data active = inhibition above about 10%, passing the limit was not always enough; inconclusive = no clear call, values can overlap the other calls
Target sequence (P9WIQ1 whole entry, looked up): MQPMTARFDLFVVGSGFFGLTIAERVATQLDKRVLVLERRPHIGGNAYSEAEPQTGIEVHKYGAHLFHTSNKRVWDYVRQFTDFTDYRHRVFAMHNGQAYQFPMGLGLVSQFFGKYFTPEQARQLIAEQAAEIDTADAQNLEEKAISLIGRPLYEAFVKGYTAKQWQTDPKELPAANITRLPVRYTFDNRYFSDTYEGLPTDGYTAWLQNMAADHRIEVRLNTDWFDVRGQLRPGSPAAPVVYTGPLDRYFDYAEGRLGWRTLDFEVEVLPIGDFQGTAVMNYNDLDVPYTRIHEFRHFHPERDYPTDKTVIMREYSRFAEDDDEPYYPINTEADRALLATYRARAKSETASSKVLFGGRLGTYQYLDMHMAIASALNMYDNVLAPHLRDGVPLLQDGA
BioA inh = BioA (M. tuberculosis) enzyme inhibition. 0.096% of 360,000 active. AID 602481. purified M. tuberculosis BioA enzyme, plate reader. inhibition, % at 9.99 µM; in the data active = inhibition above about 40%; inconclusive = no clear call, values can overlap the other calls
BoNT-A LC inh2 = BoNT A light chain protease inhibition. multiplex microsphere protease substrate cleavage, flow cytometry. inhibition, % at 10 µM. 0.17% of 360,000 active. AID 588499; in the data active = inhibition above about 30%; inconclusive = no clear call, values can overlap the other calls; note: plate controls were buffer without enzyme for full effect and enzyme alone for no effect
PrPC surface inh = reduces human prion protein on the cell surface; P04156; cell surface PrPC, TR-FRET read-out; inhibition, % at 13.8 µM; 0.43% of 370,000 active; AID 720596; in the data active = inhibition above about 24%; note: 0% = median of the test wells and 100% = reference compound wells
GDH-TPI counter = inhibits GDH-TPI coupling enzymes, artifact for Mtb FBA screen. 1.2% of 360,000 active. GDH-TPI coupled enzyme counterscreen, NADH absorbance. inhibition, % at 4.8 µM;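 note: 0% = DMSO wells and 100% = wells lacking the enzyme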
FBA Mtb inh = inhibits M. tuberculosis FBA enzyme; 2.3% of 360,000 active; inhibition, % at 1 µM; purified M. tuberculosis FBA, fluorescence read-out; P9WQA3; in the data active = inhibition above about 27%;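 note: 0% = vehicle and 100% = reference inhibitor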
Target sequence (P9WQA3 whole entry, looked up): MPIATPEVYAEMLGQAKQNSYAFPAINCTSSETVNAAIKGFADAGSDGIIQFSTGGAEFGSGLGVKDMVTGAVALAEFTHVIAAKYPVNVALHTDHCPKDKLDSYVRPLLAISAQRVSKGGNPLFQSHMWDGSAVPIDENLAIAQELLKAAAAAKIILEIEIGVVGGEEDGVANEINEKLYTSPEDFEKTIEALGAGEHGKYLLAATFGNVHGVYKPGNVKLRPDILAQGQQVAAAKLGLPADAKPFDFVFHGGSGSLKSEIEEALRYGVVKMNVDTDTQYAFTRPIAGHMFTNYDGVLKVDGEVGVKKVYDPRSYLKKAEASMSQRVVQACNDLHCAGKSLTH
Starred values were filed as active, the others as inactive; ? = inconclusive; . = no result given. Cut-off read from the data, not from the text of the source, unless noted: active = inhibition above about 30%; inactive = the rest.

structure	BoNT-F LC inh	CCHFV vOTU inh	FadD28 binding	Mtb UGM inh	BioA inh	BoNT-A LC inh2	PrPC surface inh	GDH-TPI counter	FBA Mtb inh
Cc1nc2cc(NC(=O)CSc3nc4c(C)cccc4cc3C#N)ccc2s1	2	-5	-1.3	2.5	-0.1	1.2	3	0	-1
COc1ccc(-c2noc(CCC(=O)N3CCN(Cc4ccccc4)CC3)n2)cc1	-1	4	-0.5	1.5	0.7	0.1	8	8	2
Cc1cccc(CCNC(=O)C2CCCN(c3ncnc4c3nc3n4CCCCC3)C2)c1 (configuration not stated)	0	10	-5.4	-0.9	1.7	0.8	2	-11	1
CCC(=O)c1ccc(OC(C)C(=O)NC2(C#N)CCCCC2)cc1 (configuration not stated)	-10	-8	-0.6	1.0	.	-2.4	8	-1	6
CCc1cccc(CC)c1NC(=O)CN1CC(C)SC1=NC1CCCCC1 (configuration not stated)	.	2	-1.7	-2.8	-0.2	.	1	-1	-14
Cc1ccc(-c2csc3ncnc(-n4nnc5ccccc54)c23)cc1C	-12	-8	-1.9	1.4	.	-0.8	4	4	0
Cc1cc(S(=O)(=O)NC2CCCCC2)ccc1OCC(=O)NCc1ccccn1	0	11	-1.5	-0.1	6.7	1.1	3	15	1
CCOCCCN(CC(=O)NC1CCCC1)C(=O)C(=O)Nc1ccc2c(c1)OCCO2	10	-4	-3.4	3.5	-0.7	0.7	1	2	-1
O=C(COc1ccccc1-c1ccccc1)Nc1ccc(S(=O)(=O)NCc2ccco2)cc1	-3	3	-4.8	-2.0	-0.6	1.0	-1	12	-3
CC(=O)OC1CCC2(C)C3CCC4(C)C(OC(C)=O)CCC4C3C(C)C2(O)C1 (configuration not stated)	-1	10	-5.0	.	2.2	0.3	3	-5	-1
O=C(N/C(=C/c1cccc([N+](=O)[O-])c1)C(=O)N1CCCCC1)c1ccco1	-4	0	-3.0	0.1	2.3	2.3	-11	4	-3
Cc1cc(C)nc(N/N=C/c2cn[nH]c2-c2ccc(F)cc2)n1	?	14	-22	-2.0	-1.6	-4.9	9	7	-2
COc1cccc(-c2nn(C)c3sc(C(=O)NCCCN(C)Cc4ccccc4)cc23)c1	-18	-26	.	-1.5	0.3	-4.0	-8	-1	43*
COc1ccccc1C(=O)Nc1sc2c(c1C(=O)NCc1ccco1)CCCC2	1	13	0.2	-1.2	-1.9	-0.6	-8	18	6
CN(C(=O)CSc1nnc(-c2c[nH]c3ccccc23)o1)C1CCS(=O)(=O)C1 (configuration not stated)	-8	2	0.1	-0.3	.	-0.8	0	11	0
O=C(CN(C(=O)CNC(=O)c1cccs1)c1ccc2c(c1)OCCO2)NC1CCCC1	-5	3	0.4	-0.6	1.1	-0.6	-2	-5	-1
Cc1ccc(C(=O)Nc2cnc3ccccc3c2)cc1	2	6	-0.2	1.1	0.9	-0.7	-1	5	0
COc1ccc(NC(=O)CN(C)S(=O)(=O)c2ccc(Cl)cc2)cc1Cl	-15	1	0.5	-0.6	-4.9	-0.6	8	-1	1
CC(=O)NC12CC3CC(C1)CC(C(=O)Nc1nc4ccc(S(C)(=O)=O)cc4s1)(C3)C2	2	11	.	-4.1	0.8	3.6	1	4	-3
COC(=O)C1=C(c2ccccc2)C[C@@H]2CC[C@H]1N2C	3	-3	0.5	-1.1	-0.2	-0.4	-1	2	0
Cc1cccc(C(=O)NN/C=C/C(=O)c2ccccc2)c1	19	3	0.9	-0.2	1.7	-0.8	5	25	0
Cn1cccc1/C=C1/C(=O)NC(=O)N(Cc2ccc(F)cc2)C1=O	-7	13	0.6	0.1	.	-0.1	0	0	-12
C[C@H]1CNC(=O)C(=O)N1C[C@H](Cc1ccc(O)cc1)NC(=O)CC12CC3CC(CC(C3)C1)C2	-9	-4	0.8	-2.4	-1.2	-0.1	6	16	-1
Cc1[nH]c2ccccc2c1/C=N/NC(=O)c1cc(-c2ccccc2)n[nH]1	.	-5	-0.8	1.1	-1.5	.	-2	30	4
COc1ccc2c(c1)C(=O)C(=O)N2CCS(=O)(=O)c1ccccc1	-1	2	-2.9	1.0	.	-0.5	-18	0	-1

Single entries from the results shown.
Value for COc1ccc(-c2noc(CCC(=O)N3CCN(Cc4ccccc4)CC3)n2)cc1 under FadD28 binding: -0.5
Value for CC(=O)OC1CCC2(C)C3CCC4(C)C(OC(C)=O)CCC4C3C(C)C2(O)C1 (configuration not stated) under FadD28 binding: -5.0
Value for Cc1cc(C)nc(N/N=C/c2cn[nH]c2-c2ccc(F)cc2)n1 under CCHFV vOTU inh: 14

Next records follow:
structure	BoNT-F LC inh	CCHFV vOTU inh	FadD28 binding	Mtb UGM inh	BioA inh	BoNT-A LC inh2	PrPC surface inh	GDH-TPI counter	FBA Mtb inh
Cc1ccc(CN2CCN(Cc3cnc(N4CCOCC4)s3)CC2CCO)cc1 (configuration not stated)	-3	-10	-1.3	-2.8	.	-0.8	-3	6	-2
Cc1ccccc1OCc1nnc(SCc2cc(=O)[nH]c3ccccc23)n1-c1ccccc1	-6	11	0.2	-0.5	0.1	-0.3	0	10	3
COc1ccc2c(-c3ccc(SC)cc3)c(-c3ccc(S(C)(=O)=O)cc3)sc2c1	-2	-2	-0.1	-2.9	1.3	1.2	-9	22	11
FC(F)Sc1ccc(-n2cc(-c3ccccc3)[n+]3c2CCC3)cc1	0	1	-1.9	-0.4	.	0.0	-4	2	2
Cc1ccc(S(=O)(=O)N2CCC(=O)N(CCOCc3ccc(Cl)cc3)CC2)cc1	-3	-5	-2.5	1.0	2.3	0.3	-2	3	0
COc1ccc(CN(C2CCCCC2C)S(=O)(=O)c2ccc(S(=O)(=O)N(C)C)cc2)cc1OC (configuration not stated)	-1	1	-1.2	3.7	.	1.2	10	6	3
CCOc1ccccc1NC(=O)CSc1nnc(CNC(=O)c2cc(OC)c(OC)c(OC)c2)o1	3	6	-2.5	0.7	0.2	-0.4	0	-1	4
Cc1cc([N+](=O)[O-])ccc1NC(=O)c1cccc(NC(=O)C(C)C)c1	-7	8	-0.7	-3.0	.	-0.7	-11	3	4
COc1ccc(OC)c(CN(CCN2CCOCC2)C(=O)Nc2cccc(Cl)c2)c1	2	-3	-1.2	0.4	.	0.4	-7	6	-4
O=C(Cc1ccc(Br)cc1)N1CCN(C(=O)c2ccco2)CC1	-16	11	-2.6	0.9	6.4	-2.0	-2	8	0
O=C(OCC(=O)N(C1CCCCC1)C1CCCCC1)c1ccncc1	20	2	-3.0	1.5	-3.0	0.2	-1	2	3
COC(=O)c1ccc(Cn2nnc3c(=O)[nH]c(C4CCCN(S(=O)(=O)c5cccc(Cl)c5)C4)nc32)cc1 (configuration not stated)	-3	8	-1.2	-2.4	-6.9	1.2	-7	10	2
COc1ccc(NC(=S)Nn2cnnc2)cc1OC	0	4	-3.5	1.4	.	-0.2	-2	-4	0
CCOC(=O)C1CCCN(C(=O)Cn2cccc2C(=O)c2ccccc2)C1 (configuration not stated)	1	-7	-2.0	-0.5	.	-0.8	-3	12	1
CCN(CC)C(=O)c1ccc(-c2nnc(OC)c3ccccc23)cc1	4	-8	0.9	2.5	.	-0.7	-3	-1	1
Cc1cc(NC(=O)CCCN2C(=O)c3cccnc3C2=O)ccc1Br	-4	-11	-3.6	-1.5	.	-0.2	2	-5	0
Cc1cccc(OCCC(=O)NCC(c2ccccc2)N(C)C)c1 (configuration not stated)	1	-10	-0.5	0.5	1.2	-1.5	-4	12	1
COc1ccc(-c2csc(NC(=O)C3CSC4(C)CCC(=O)N34)n2)c(OC)c1 (configuration not stated)	0	-7	-2.4	.	-3.8	2.7	3	2	1
COc1ccc(CNC(=O)c2cnccn2)cc1	-6	-1	0.7	1.7	0.2	0.9	-5	-1	6
CCCCN(C(=O)c1ccco1)c1nnc(-c2cc(OC)c(OC)c(OC)c2)s1	-1	-3	-1.7	0.2	.	0.3	-2	-5	1
CCc1ccc(C(=O)COC(=O)CNC(=O)c2ccc(N3C(=O)c4ccccc4C3=O)cc2)cc1	-2	0	-2.2	-1.7	-4.2	0.2	3	5	-4
Cc1ccc(C)c(NCC(=O)c2ccc(Cl)cc2)c1	0	2	0.9	-0.2	0.2	-0.2	-1	0	2
CCn1c(-c2ccccc2Cl)nn(CC(=O)NCCc2ccccc2)c1=S	-3	11	-1.8	-2.2	.	0.4	1	-1	0
OC1(c2cccnc2)CC2CCC(C1)N2Cc1nnnn1Cc1ccccc1 (configuration not stated)	-38	15	0.4	-0.5	1.1	-0.9	2	1	2
COc1ccc(C(=O)COC(=O)CN2C(=O)c3ccccc3C2=O)c(OC)c1	-12	6	-0.1	0.6	-3.6	-1.8	-9	-6	3
Cn1c(SCc2ccccc2)nc2c1c(=O)[nH]c(=O)n2C	8	-8	0.6	-1.0	-6.1	1.3	1	7	2
O=C(COC(=O)Cc1n[nH]c(=O)c2ccccc12)Nc1c(Br)cc([N+](=O)[O-])cc1Br	-4	3	-2.3	.	0.9	-0.2	-34	16	1
CC(=O)C[C@@H](O)CC(=O)[C@H]1OC(=O)[C@H](C)C/C=C\Cc2ccccc21	-2	5	0.0	-2.0	-3.3	-0.1	2	-6	5
S=c1[nH]nc(-c2ccco2)n1-c1cccc2ccccc12	-4	16	-1.4	1.6	-0.4	-0.1	3	8	-1
CCC(C)C1NC(=O)C(NC(=O)C(CC(C)C)N(C)C(=O)C2CCCN2C(=O)C(C)O)C(C)OC(=O)C(Cc2ccc(OC)cc2)N(C)C(=O)C2CCCN2C(=O)C(CC(C)C)NC(=O)[C@H](C)C(=O)[C@H](C(C)C)OC(=O)CC1O (some centres not stated)	2	29	-0.6	.	.	0.1	97*	-3	4
CCS(=O)(=O)c1cc([N+](=O)[O-])c(Sc2ccccc2N)s1	?	6	-3.4	0.5	-2.1	0.3	-18	9	1
Cc1ccc(S(=O)(=O)N/N=C\c2cccnc2)cc1	13	8	-1.7	1.2	0.2	0.8	3	7	-1
CCOc1ccc(C(=O)NCc2ccccn2)cc1	5	.	-2.7	-1.9	0.6	-0.2	.	3	0

Fetched by compound from the list above:
structure	BoNT-F LC inh	CCHFV vOTU inh	FadD28 binding	Mtb UGM inh	BioA inh	BoNT-A LC inh2	PrPC surface inh	GDH-TPI counter	FBA Mtb inh
O=C(COC(=O)Cc1n[nH]c(=O)c2ccccc12)Nc1c(Br)cc([N+](=O)[O-])cc1Br	-4	3	-2.3	.	0.9	-0.2	-34	16	1
Cc1ccc(S(=O)(=O)N/N=C\c2cccnc2)cc1	13	8	-1.7	1.2	0.2	0.8	3	7	-1
